High-throughput results as filed in PubChem.
Insulin prom inh = TRM-6 insulin promoter activity inhibition. TRM-6 cells (human fetal islet line), insulin promoter-eGFP reporter, imaging; reporter expression induced with tamoxifen. 0.9% of 130,000 active. inhibition, % at 2 µM;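 active = inhibition above the mean plus 3 SD, with well images judged a real hit on visual review, cut at about 60% in these data, passing the limit was not always enough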
sdo1 growth = sdo1-depleted yeast growth rescue; S. cerevisiae sdo1-depleted JHY4D growth rescue, OD600 30 h; active compounds read high; pdr5 snq2 efflux-pump mutant strain; z-score at 10 µM; 0.21% of 140,000 active; AID 817;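 active = z-score above 3 at both the 24 hr and the 30 hr optical density reads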;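 also: z-score against mean and SD of all compound wells on the same plate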
sdo1 growth Rescue 24 h = also measured in sdo1 growth; calls as there; z-score; S. cerevisiae sdo1-depleted JHY4D growth rescue, OD600; measured here: growth rescue at 24 h;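 0 is the plate mean of compound wells and units are plate SD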
* hit, by the source's call; . = not tested or not shown. A portion of the library; rates above refer to the full screens.

Insulin prom inh,sdo1 growth,sdo1 growth Rescue 24 h,SMILES
-38,0.84,-0.27,COc1ccc2[nH]c(=O)c(COC(=O)c3ccco3)cc2c1
-157,-0.12,2.1,O=C(Nc1ncc(Cc2ccc(SC(F)F)cc2)s1)c1ccc(OC(F)F)cc1
38,0.43,0.49,COc1cc(C(=O)N2CCN(C(=O)CC(C)C)CC2)cc(OC)c1OC
16,-2.4,-1.8,C=CCn1c(SCC(=O)Nc2cc(C)on2)nc2sc3c(c2c1=O)CCCC3
.,-0.61,-1.1,COc1ccc(C2C/C(=N\O)C(C)(C)O2)cc1 (configuration not stated)
-7,0.39,0.05,Cc1ccc(SCC(=O)NCCN2C(=O)CSC2=O)c(C)c1
33,.,.,COc1ccc(-c2cc(-c3ccccc3)n[nH]2)c(O)c1
.,-0.27,-0.69,COc1ccc(S(=O)(=O)Cc2ccc(C(=O)NCc3ccco3)o2)cc1
-50,.,.,COc1cc(NC(=O)c2ccc(C)c([N+](=O)[O-])c2)ccc1NC(=O)c1ccco1
35,0.34,0.12,COC(=O)c1[nH]c2ccccc2c1NC(=O)C(C)N1CCN(C(=O)c2ccco2)CC1 (configuration not stated)

(cont.)
Insulin prom inh,sdo1 growth,sdo1 growth Rescue 24 h,SMILES
40,-0.16,-1.1,Cc1noc2ncc(C(=O)c3cc(F)ccc3O)cc12
29,0.07,-0.91,CSc1nc(Oc2ccc(=O)[nH]n2)nc(N(C)C)n1
-32,0.02,-0.05,CCCCNC(=O)CCn1c(=S)[nH]c2cc3c(cc2c1=O)OCO3
.,-1,-0.45,CCC1CCCCN1C1Sc2ccc(C(=O)OC)cc2NC1=O (configuration not stated)
0,.,.,COc1ccc(C(=O)OCC(=O)N(C)C2CCS(=O)(=O)C2)cc1S(=O)(=O)N1CCCc2ccccc21 (configuration not stated)
37,-0.89,-0.52,FC(F)(F)c1cc(Cl)c2nc(-c3ccccc3)cn2c1
71*,-0.1,-0.03,O=C1COc2ccc(C(=O)CSc3nnc(Cc4cccs4)n3-c3ccccc3)cc2N1
-20,-0.36,-0.25,Cc1cccc(C)c1N1CCN(c2nc(N(C)C)oc(=O)c2C#N)CC1
10,-0.04,-0.47,COc1ccc(C2C(C#N)=C(N)Oc3n[nH]c(C)c32)cc1CSc1ccccn1 (configuration not stated)
-24,.,.,Cc1cccc(N/C(N)=N/c2nc(C)cc(=O)[nH]2)c1

(listing goes on)
Insulin prom inh,sdo1 growth,sdo1 growth Rescue 24 h,SMILES
20,1.6,1.8,Cc1ccc(S(=O)(=O)NCC2CCC(C(=O)NCCCN3CCOCC3)CC2)cc1 (configuration not stated)
28,1.2,1.3,O=c1c2cn[nH]c2[nH]c(=S)n1-c1cccc(Cl)c1
20,-0.34,-0.81,Cc1nnc(NC(=O)CCSc2ccccc2)s1
-9,1.5,0.71,Cc1ccc(S(=O)(=O)NCC(c2cccnc2)N(C)C)cc1 (configuration not stated)
-14,-0.3,-0.36,O=C(C1CCN(S(=O)(=O)N2CCOCC2)CC1)N1CCN(Cc2ccc3c(c2)OCO3)CC1
.,-0.96,-0.93,Cc1ccc(CNC(=S)Nc2ccc(OC(F)F)cc2C)cc1
.,0.9,2.3,O=C(NC1CCCCCCC1)C1CCC(CNc2c(N3CCCC3)c(=O)c2=O)CC1 (configuration not stated)
19,1.4,2,CN(C(=O)c1ccncc1)c1nnc(-c2cccnc2)s1
22,.,.,COCCNC(=S)N1CCN(c2nc3ccccc3s2)CC1
.,1.5,0.9,Cc1cc(C)cc(OCC(=O)OCC(=O)c2ccc3c(c2)NC(=O)CO3)c1

Continuation:
Insulin prom inh,sdo1 growth,sdo1 growth Rescue 24 h,SMILES
.,0.75,0.65,COC(=O)C1C(=O)CC(C)(O)C(C(=O)OC)C1c1ccc2c(c1)OCO2 (configuration not stated)
-106,-0.43,0.29,C=CCn1c(COc2cccc(C)c2)nnc1SCC(=O)c1c[nH]c2c(CC)cccc12
-23,-2.5,-2.3,Cc1cccc(/C(N)=N/OC(=O)c2ccc(F)cc2)c1
-7,-0.18,0.42,CCOC(=O)c1nn(-c2ccccc2)c2nc(-c3ccc(OC)cc3)c(C#N)c(=O)n12
.,0.34,-0.13,O=C(O)c1ccc(CN(c2ccccn2)S(=O)(=O)c2ccccc2)cc1
-27,.,.,CC1=CC(C)(C)N(C(=O)CNC2CCCC2)c2cc(C)ccc21
22,0.53,1.1,Cc1cc(C)nc(NCC(O)CNc2ccccc2Cl)n1 (configuration not stated)
43,.,.,NS(=O)(=O)c1ccc(CCNC(=O)CSc2nc3ccccc3c(=O)n2CCN2CCOCC2)cc1
7,-0.34,-0.7,CCOc1ccc(C(=O)Nc2cc(-c3nc4ccccc4[nH]3)ccc2C)cc1[N+](=O)[O-]
3,-0.17,-0.61,Cc1onc(-c2ccccc2)c1C(=O)N1CCCN(C(=O)c2c(-c3ccccc3)noc2C)CC1

(continued)
Insulin prom inh,sdo1 growth,sdo1 growth Rescue 24 h,SMILES
17,-0.22,-0.4,CSc1ccc(S(=O)(=O)NCc2ccccc2)cc1
32,-0.56,-0.94,FC(F)(F)c1cc(Oc2ccccc2Cl)nc(-c2ccccn2)n1
-45,0,-0.57,CCCCc1c(O)n2c(nc3ccccc32)[nH]c1=O
-30,0.67,1.4,CCCc1cc(=O)[nH]c(SCC(=O)c2ccc3c(c2)OCCO3)n1
-37,.,.,Nc1nc(N2CCN(C(c3ccccc3)c3ccccc3)CC2)n[nH]1
36,-0.31,-0.34,CCC(C)Nc1nc(CN2CCOCC2)nc2sc3c(c12)CCC3 (configuration not stated)
-16,0.3,-0.14,O=C(Oc1ccc(Cl)c2cccnc12)N1CCOCC1
14,-1.1,-0.67,O=C(Nc1ccc(Cn2cccn2)cc1)c1ccc(COc2cccc(Br)c2)cc1
-121,0.57,-0.36,CCOC(=O)CCc1nc2ccccc2[nH]c1=O
25,-0.77,-1.4,CCOC(=O)Cc1csc(NC(=O)COc2ccc(N(C)S(=O)(=O)c3cccs3)cc2)n1

3 of the compounds above, with values under each structure:
Below each compound – Insulin prom inh | sdo1 growth | sdo1 growth Rescue 24 h
O=C(Nc1ccc(Cn2cccn2)cc1)c1ccc(COc2cccc(Br)c2)cc1
→ 14 | -1.1 | -0.67
CCOC(=O)CCc1nc2ccccc2[nH]c1=O
→ -121 | 0.57 | -0.36
CCOC(=O)Cc1csc(NC(=O)COc2ccc(N(C)S(=O)(=O)c3cccs3)cc2)n1
→ 25 | -0.77 | -1.4

Part of the list above in order of SMILES length, lowest first.
Insulin prom inh,sdo1 growth,sdo1 growth Rescue 24 h,SMILES
.,-0.96,-0.93,Cc1ccc(CNC(=S)Nc2ccc(OC(F)F)cc2C)cc1
-37,.,.,Nc1nc(N2CCN(C(c3ccccc3)c3ccccc3)CC2)n[nH]1
.,1.5,0.9,Cc1cc(C)cc(OCC(=O)OCC(=O)c2ccc3c(c2)NC(=O)CO3)c1

Next part
Insulin prom inh,sdo1 growth,sdo1 growth Rescue 24 h,SMILES
-3,-0.39,-0.98,CN(CC(=O)Nc1ccccc1C(=O)N1CCCC1)S(=O)(=O)c1ccc(Br)cc1
.,-0.08,1.8,O=C(O)C1CCN(C(=O)NC2CCCCC2)CC1
47,.,.,COC(=O)C(CO)NC(=O)C(C)NC(=O)CNC(=O)OCc1ccccc1 (configuration not stated)
19,-0.35,-0.94,CNC(=O)c1nc(C)n(-c2cc(Cl)cc(Cl)c2)n1
19,-0.58,-0.73,CCOC(=O)N1CCC(NC(=O)CCN2C(=O)COc3ccccc32)CC1
-118,.,.,COc1ccc(C(C)=O)cc1COc1ncnc2ccccc12
45,-0.74,0.54,O=C(c1ccco1)n1nc(-c2ccc(Cl)cc2)nc1NCc1ccco1
.,1.2,0.67,O=C(O)CCN1C(=O)c2ccc(NC(=O)CSc3ccccc3)cc2C1=O
.,-0.52,-1.3,CCOc1cc2c(cc1OC)C(NC(=O)C(F)(F)F)CC2=O (configuration not stated)
.,1.5,1.4,CCOC(=O)N1CCN(C(=O)CSc2ccccc2)CC1

Next part
Insulin prom inh,sdo1 growth,sdo1 growth Rescue 24 h,SMILES
18,-1.1,-2.5,Cc1ccccc1CN1C(=O)Nc2ccccc2C(=O)N1C(C)(C)C
.,-0.19,-0.67,O=S(=O)(NCCOc1ccc(F)cc1)c1ccc2c(c1)OCCO2
26,-0.32,-0.54,CCCOc1ccc(C(C)=O)cc1CSCCC#N
100*,-1.4,-0.21,CCN1C/C(=C\c2cccc([N+](=O)[O-])c2)C(=O)/C(=C/c2cccc([N+](=O)[O-])c2)C1
-6,-0.18,-0.89,C=CCc1c(OC)ccc2ccc(=O)oc12
-86,-0.25,-0.06,O=C(NCC1CCCO1)c1c(O)c2c([nH]c1=O)CCCC2 (configuration not stated)
-54,0.68,-0.22,CCNc1c([N+](=O)[O-])ncn1C
23,0.14,1.4,CNc1oc(-c2cccc3ccccc23)nc1C#N
55,.,.,N#Cc1cccn1-c1nccs1
-210,.,.,CN1/C(=C/c2cc[n+](C)c3ccccc23)C=Cc2ccccc21

Compound profiles (already shown):
CNc1oc(-c2cccc3ccccc23)nc1C#N in the list: Insulin prom inh = 23; sdo1 growth = 0.14; sdo1 growth Rescue 24 h = 1.4
O=S(=O)(NCCOc1ccc(F)cc1)c1ccc2c(c1)OCCO2 in the list: Insulin prom inh = .; sdo1 growth = -0.19; sdo1 growth Rescue 24 h = -0.67

Remaining list, next part
Insulin prom inh,sdo1 growth,sdo1 growth Rescue 24 h,SMILES
.,0.9,0.73,NS(=O)(=O)c1ccc(S(=O)(=O)NCCc2ccccc2)cc1
-9,0.2,-0.71,CCc1cc[n+](-c2nc3ccccc3nc2C(=C=[N-])C#N)cc1
43,0.3,0.04,CC(C)P(=O)(c1cccc(C(=O)O)c1)C(C)C
-105,-1.1,-1.3,CCOc1ccc(CN(C(=O)c2cc3ccccc3oc2=O)C2CC2)cc1
.,0.47,0.38,COc1ccc(OC)c(CNC(=O)C2CCN(C(=O)N(C)C)CC2)c1
.,0.58,0.29,Cc1cccc(C)c1OCC(O)Cn1ccnc1C (configuration not stated)
-40,.,.,O=C(O)CN=C(NS(=O)(=O)c1ccc(Cl)cc1)c1ccc(F)cc1
25,1.9,0.82,Cc1ccc(C(=O)Nc2c(C)cc(-c3ccc(Cl)cc3)oc2=O)cc1
.,1.6,1.5,Cc1cccc(C)c1NC(=O)Nc1cccs1
11,.,.,O=C(NC1CCCCC1)C1CCCN(S(=O)(=O)c2ccc(Br)s2)C1 (configuration not stated)

Additional records:
Insulin prom inh,sdo1 growth,sdo1 growth Rescue 24 h,SMILES
27,.,.,CCOC(=O)c1cn(CC(=O)Nc2cccc(F)c2)nn1
-27,.,.,CC(C)C(NC(=O)OCc1ccccc1)C(=O)N1CCOCCOCCOCC1 (configuration not stated)
.,0.98,0.8,Cc1cc(C)n2nc(CC(=O)NCc3ccccc3Cl)nc2n1
37,1.4,1.5,O=c1nc2c(O)cccn2c2c1c(=O)[nH]c1ccccc12
-16,-0.98,-0.52,Cc1cc(C)cc(N(CC(=O)N2CCC(C)CC2)S(=O)(=O)c2ccccc2)c1
-3,.,.,CN(C)S(=O)(=O)c1ccc(C(=O)NNC(=O)C2COc3ccccc3O2)cc1 (configuration not stated)
-29,0.25,-0.41,Cc1onc(-c2ccccc2Cl)c1C(=O)NCc1ccccc1
.,1.6,1.4,C[N+](C)(C)CCNC(=O)c1c(O)c2c([nH]c1=O)CCCC2
-4,.,.,Cc1ccc(C)c(-c2csc(N/N=C/c3ccco3)n2)c1
3,0.82,-0.75,O=C(NCCCN1CCOCC1)c1ccco1

Other results follow.
Insulin prom inh,sdo1 growth,sdo1 growth Rescue 24 h,SMILES
-354,0.4,0.7,O=C(CCCc1nc(-c2ccc(Cl)cc2)no1)N1CCOCC1
47,-0.26,-0.34,CCn1c(SCC(=O)N2CCOCC2)nc2c(c1=O)SC(C)C2 (configuration not stated)
64,0.55,0.69,COC(=O)c1cc(OC)c(OC)c(OC)c1NC(=O)c1ccc(S(=O)(=O)N(C)C)cc1
-67,0.23,0.02,C=CCOc1ccc(C2C(C(=O)c3ccco3)=C(O)C(=O)N2CCCN(CC)CC)cc1 (configuration not stated)
-7,-0.67,-0.42,CCOc1cc(/C=C2\N=C(C)OC2=O)cc(Br)c1OCCc1ccccc1
8,-1.2,-0.23,COc1cc(NC(=O)Nc2cccc(Cl)c2)c(OC)cc1NC(=O)CN1CCCCC1
21,-1.6,-0.76,COC(=O)c1sccc1NC(=S)N1CCCC(C)C1 (configuration not stated)
.,0.14,-0.02,Cc1cc(C)n2nc(C(=O)OCC(=O)c3cc(C)n(C)c3C)nc2n1
-14,0.24,0.4,O=C(NCc1ccco1)C(=O)NCC1OCCN1S(=O)(=O)c1ccc(F)cc1 (configuration not stated)
-7,.,.,Cc1c(C)c(C)c(S(=O)(=O)N2CCNCC2)c(C)c1C

Later entries.
Insulin prom inh,sdo1 growth,sdo1 growth Rescue 24 h,SMILES
-78,0.96,1,CC(=O)Nc1ccc(NC(=O)c2ccc(C3SCC(=O)N3CCc3ccccc3)cc2)cc1 (configuration not stated)
.,-0.46,-0.5,CCOc1ccc(Br)cc1S(=O)(=O)Nc1ccc(C(=O)OC(C)C(=O)N(C)c2ccccc2)cc1 (configuration not stated)
.,0.38,-0.76,O=c1[nH]c2ccccc2n1Cc1ccccc1
25,0.62,0.94,Cc1cc(NC(=O)CSCCc2ccncc2)no1
-9,-0.26,-0.98,CCOC(=O)Cc1csc(NC(=O)C(C)(C)CC)n1
-36,.,.,O=C(Nc1ccc(Cl)cc1)C1CC(=O)n2c(nc3ccccc32)N1 (configuration not stated)
20,0.15,-0.48,O=C(CCS(=O)(=O)Cc1ccccc1)N1CCN(c2ccccc2)CC1
23,1.6,2,O=C1c2ccccc2C(=O)C1c1ccccc1
-230,-1.2,-0.59,CCCCN(C)CC(O)Cn1cc(/C=C/C(=O)c2cccs2)c2ccccc21 (configuration not stated)
